From PubChem
SR-BI HDL uptake: inhibitors of SR-BI mediated HDL lipid uptake, primary screen, ldlA[mSR-BI] cells, fluorescence, single point; Scavenger receptor class B member 1 (Mus musculus), Q61009; ldlA[mSR-BI] CHO cells, DiI-HDL uptake fluorescence, 3 h; inhibition, % at 12.5 µM; actives 0.96% (n = 320,000);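 active = mean replicate inhibition of at least 70% and a set share of replicates each scoring 70 or more; inconclusive = meets just one of the two criteria; inactive = fails both criteria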;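 also: 0% = median of neutral control wells and 100% = median of positive control wells; values of inactives mirror those of a sister screen read the other way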
CAL PDZ FP-1: CAL PDZ peptide-binding inhibitors, primary screen, biochemical, fluorescence polarization, Cer-tagged CAL PDZ, HTS. purified CAL PDZ, TMR-peptide fluorescence polarization, 1 h. Golgi-associated PDZ and coiled-coil motif-containing protein (Homo sapiens), Q9HD26. inhibition, % at 20 µM. AID 504414, 2011. actives 0.02% (n = 330,000);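 active = highest replicate inhibition of at least 40%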;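 also: plate controls were DMSO neutral control wells for no effect and unlabeled competitor peptide control wells for full effect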
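System: tagged CAL PDZ domain. Schedule: 1 h room-temperature incubation prior to read. Signal: fluorescence polarization (mP). Measure: percent inhibition from loss of millipolarization.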
PfHsp90 yeast 2: growth inhibition of PfHsp90-expressing yeast, primary screen, antimalarial PfHsp90 inhibitor project, S. cerevisiae, BacTiter-Glo luminescence, single point, set 2; actives 0.32% (n = 310,000); BacTiter-Glo ATP, 48 h; yeast lacking PDR1 and PDR3 efflux regulators; AID 504621, 2011; inhibition, % at 9.4 µM;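 active = every replicate shows inhibition above about 80%, whatever the replicate mean, limit read from the data; inconclusive = mean inhibition reaches the set limit but some replicate falls short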;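 also: 0% = DMSO neutral controls and 100% = 20 µM radicicol positive controls; yeast relying on Plasmodium falciparum Hsp90 in place of its own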
NSD2 HMT inh: NSD2 histone methyltransferase inhibitors, primary screen, biochemical, AlphaScreen, single concentration, set 2; Histone-lysine N-methyltransferase NSD2 (Homo sapiens), O96028; NSD2 peptide methylation, 120 min; inhibition, % at 12.5 µM; actives 0.54% (n = 310,000); in the data active = inhibition above about 50%
Rtt109 Vps75: inhibitors of C. albicans Rtt109/Vps75 HAT, primary screen, biochemical, ThioGlo CoA-SH fluorescence, plate reader. purified Rtt109/Vps75, 4 h. inhibition, % at 34.9 µM. actives 0.16% (n = 330,000). AID 540336, 2011;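 active = inhibition of at least 50% in every replicate; inconclusive = best replicate reaches 50% inhibition but some replicates fall short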
Target sequence (Q5AAJ8 whole entry, looked up): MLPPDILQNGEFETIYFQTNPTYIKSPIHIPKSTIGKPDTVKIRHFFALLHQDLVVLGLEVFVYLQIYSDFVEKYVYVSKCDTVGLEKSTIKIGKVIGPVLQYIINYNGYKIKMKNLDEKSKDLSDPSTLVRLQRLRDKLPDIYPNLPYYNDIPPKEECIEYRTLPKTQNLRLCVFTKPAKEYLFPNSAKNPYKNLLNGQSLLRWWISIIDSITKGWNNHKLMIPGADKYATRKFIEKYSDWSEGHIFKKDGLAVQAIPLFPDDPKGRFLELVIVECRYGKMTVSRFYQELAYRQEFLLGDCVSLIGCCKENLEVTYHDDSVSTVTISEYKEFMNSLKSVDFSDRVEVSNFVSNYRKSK
MITF TRPM1 HTS: activators of MITF-driven TRPM1 promoter reporter, primary screen, cell-based, SK-MEL-5, luciferase, single point | SK-MEL-5 TRPM1-promoter luciferase, 24 h; % of positive control, neutral wells = 0 | activation, % at 12.5 µM | actives 0.75% (n = 300,000);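 active = mean activation of at least 80% with every replicate also reaching 80%; inconclusive = mean reaches 80% but some replicate falls short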;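 also: 0% = neutral control wells and 100% = parthenolide positive control wells; values of inactives mirror those of a sister screen read the other way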
dFosB activator: activators of delta FosB homodimer, primary screen, biochemical, fluorescence polarization, TAMRA-CDK5 oligo, single point | Protein FosB (Mus musculus), P13346 | purified delta FosB; percent of positive-control signal above neutral wells | activation, % at 25 µM | actives 0.99% (n = 340,000) | AID 493131, 2011;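 active = mean activation above about 17%, with every replicate also reaching it, limit read from the data, passing the limit was not always enough; inconclusive = only one of the two conditions met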;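 also: fluorescence polarization rise as delta FosB binds a TAMRA Cdk5 AP-1 oligo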
Target sequence (P13346 whole entry, looked up): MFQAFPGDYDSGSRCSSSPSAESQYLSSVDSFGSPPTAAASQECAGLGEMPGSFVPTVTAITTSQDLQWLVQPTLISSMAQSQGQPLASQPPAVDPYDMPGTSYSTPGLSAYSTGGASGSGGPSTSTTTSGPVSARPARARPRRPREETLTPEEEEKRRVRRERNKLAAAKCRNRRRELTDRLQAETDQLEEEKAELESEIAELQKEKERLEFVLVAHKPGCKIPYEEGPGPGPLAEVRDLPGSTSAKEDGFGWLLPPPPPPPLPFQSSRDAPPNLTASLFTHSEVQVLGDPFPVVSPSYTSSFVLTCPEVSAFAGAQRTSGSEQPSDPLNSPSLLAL
PvdQ inh: P. aeruginosa PvdQ acylase inhibitors, primary screen, biochemical, fluorescence, plate reader and imaging, single point. inhibition, % at 10 µM. actives 0.063% (n = 340,000). purified PvdQ acylase; in the data active = inhibition above about 30%, passing the limit was not always enough; inconclusive = no clear call, values can overlap the other calls;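 also: 0% = vehicle neutral wells and 100% = reference inhibitor wells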
CAL PDZ FP-2: untagged CAL PDZ binding inhibitors, primary screen, biochemical, fluorescence polarization, HTS; actives 0.92% (n = 300,000); AID 602252, 2012; inhibition, % at 24.9 µM; Golgi-associated PDZ and coiled-coil motif-containing protein (Homo sapiens), Q9HD26; purified CAL PDZ, TMR-peptide fluorescence polarization, 1 h;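 active = mean inhibition of at least 30% with at least half of replicates also reaching 30%; inconclusive = no clear call, values can overlap the other calls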;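 also: 0% = DMSO neutral control and 100% = excess unlabeled competitor peptide PRC23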
SR-BI DiI-HDL act: activators of SR-BI mediated DiI-HDL uptake, primary screen, ldlA[mSR-BI] CHO cells, DiI fluorescence; activation, % at 12.5 µM; AID 504775, 2011; 3 h; 100 = double the neutral-control signal; actives 0.096% (n = 320,000);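 active = mean replicate activation of at least 60% and every replicate at or above 60%; inconclusive = mean or all-replicate condition met, but not both; inactive = mean below 60% and not all replicates reaching 60%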;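 also: 0% = median plate neutral-control signal and 100% = twice that signal; values of inactives mirror those of a sister screen read the other way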
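Test system: SR-BI-overexpressing, LDLR-lacking CHO cells; Medium: Ham's F12 with 0.5% BSA, HEPES 25 mM, pH 7.4; Schedule: 3 h, 37 °C; Technique: bottom-read fluorescence, 550/595 nm.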
Active calls of the source: *; ? = inconclusive; . = not tested or not shown.

SMILES	SR-BI HDL uptake	CAL PDZ FP-1	PfHsp90 yeast 2	NSD2 HMT inh	Rtt109 Vps75	MITF TRPM1 HTS	dFosB activator	PvdQ inh	CAL PDZ FP-2	SR-BI DiI-HDL act
COC(=O)c1ccccc1-n1c(C)nc(=O)c(-c2ccccc2)c1C	-55	-0.2	-5	-2	.	-9	-1	-5	-3	55
O=C(Nc1ccccc1-c1ccccc1)c1cccs1	11	.	-3	0	-3	2	-4	-5	24	-11
N#CNC(=Nc1ccccc1)SCc1ccc(C(=O)O)cc1	-16	-0.3	14	-3	3	-2	-1	5	-1	16
Cc1nc(-c2ccc(NC(=O)c3ccccc3C)cc2)cs1	30	-1.8	15	2	-16	60	3	-26	-3	-30
CCN1CCN(C(=S)NC(=O)c2cc(OC)c(OC)c(OC)c2)CC1	0	0.1	7	7	-7	3	3	-1	-4	0
O=C(NCCN1CCCC1)C1COc2ccccc2O1 (stereo unspecified)	-6	0.4	.	2	3	.	3	-2	2	6
Nc1ccc(Oc2ccc3c(c2)OCO3)cc1	-14	-1.7	.	0	-4	-8	2	1	-4	14
CCOC(=O)c1sc(NC(=O)CSc2n[nH]c(C)n2)nc1C	-1	-0.7	35	-4	-2	-5	-17	-25	1	1
COC(=O)C1CN(C(=O)C(C)Oc2cccc(C)c2C)c2ccccc2O1 (stereo unspecified)	-14	0.8	0	0	1	8	-8	-2	-1	14
CC1(C)Cc2c(sc3ncn4nc(CCC(=O)O)c(=O)nc4c23)CO1	-17	1.7	-4	-1	2	1	-1	12	-1	17
O=C(COC(=O)CSc1ccc2ccccc2c1)NC1CCCC1	-1	0.5	14	-1	2	-7	2	9	-3	1
C[C@H](NC(=O)c1nc[nH]c1C(=O)N1CCN(c2ccccc2)CC1)c1ccccc1	-24	0.4	28	.	3	-7	0	-8	-3	24
COc1ccc(-n2c(SCC(=O)NC3CCCCC3)nc3ccsc3c2=O)cc1	-12	-0.8	.	-2	3	-9	-2	-13	2	12
O=C(CC(CC(=O)c1ccccc1)c1ccccc1)c1ccccc1	.	-1.9	-13	-14	-9	4	-3	-7	-2	.
COC(=O)C1=C(N)OC2=C(C(=O)CC(C)(C)C2)C1c1cccnc1 (stereo unspecified)	-5	-0.3	.	0	-3	.	3	7	3	5
Cc1cc(C(C)(C)C)cc(C)c1N	17	1.1	.	-2	1	-15	1	-8	0	-17
CN(C(=O)/C=C/c1ccccc1)C1CCS(=O)(=O)C1 (stereo unspecified)	-34	0.3	-1	-1	14	-5	-6	3	-2	34
COC(CNC(=O)CCc1c(C)nc2c(-c3ccccc3)c(C)nn2c1C)OC	25	-2.9	10	-1	0	-9	-5	-14	-3	-25
COC(=O)CSc1nnc(NC(=O)CCc2ccccc2)s1	-7	1.0	-16	2	3	-4	2	8	0	7
COc1ccc(C2=C(c3ccc(OC)c(OC)c3)CN3CCCCC3C2)cc1 (stereo unspecified)	4	-1.3	1	.	0	15	-5	-6	-2	-4
Cc1ccc(N(C)C(=O)CC(C)S(=O)(=O)c2ccc3c(c2)NC(=O)CO3)cc1 (stereo unspecified)	4	-3.0	17	-6	1	-10	4	-7	-5	-4
O=C(Nc1cc(S(=O)(=O)N2CCCCCC2)ccc1OCC(F)(F)F)C1CCC1	17	-1.0	18	-2	-3	0	-3	-12	-2	-17
COc1ccc(OCCCCN2CCC(C)CC2)cc1	-16	-0.7	-2	6	14	-2	2	3	9	16
COc1ccccc1CN1C(=O)CCC1(C)C(=O)NC1CCCCCC1 (stereo unspecified)	-26	1.2	-26	-4	-2	.	4	-13	0	26
O=C(N/N=C/c1ccccc1)c1ccc2c(c1)OCO2	-1	.	8	-1	3	42	-5	-7	-2	1
COc1ccc(NC(=O)N(C)C[C@H]2Oc3ccc(NC(=O)Cc4ccccc4)cc3CC(=O)N([C@H](C)CO)C[C@H]2C)cc1	-7	-0.1	10	.	4	-3	-3	-10	2	7
Cc1cc(C)c2nc(N3CCN(C(=O)c4cccs4)CC3)sc2c1	-12	-1.7	.	-1	22	2	-11	0	-3	12
COC(=O)C1=C(C)NC(=O)NC1/C=C/c1ccccc1 (stereo unspecified)	-3	-0.2	.	6	12	.	2	6	-3	3
CCN(CC)C1CCN(C(=O)c2cc(COc3cccc4cccnc34)on2)C1 (stereo unspecified)	8	-1.3	10	20	-9	5	-18	-28	-4	-8
CC(C)(C)n1ncc2c(=O)n(CC(=O)Nc3ccc(Cl)cc3)cnc21	8	-0.6	2	-1	-8	-7	1	-9	-1	-8
Cc1nn(C)c(C)c1/C=C/C(=O)c1ccc(Cl)cc1Cl	31	-0.2	0	2	-2	-6	-11	2	.	-31
O=C(CSc1nnc(Nc2ccccc2F)s1)NC1CCS(=O)(=O)C1 (stereo unspecified)	-4	0.6	.	0	7	9	2	11	-4	4
COc1ccccc1Nc1ccc(Nc2ccccc2OC)nn1	81*	-2.0	19	1	-8	?	-2	-13	-3	-81
c1ccc(N2CCN(CC3CCCCC3)CC2)cc1	-12	0.3	-23	3	-1	.	-5	-16	-3	12
CCOC(=O)C1CCCN(C(=O)c2cc(-c3ccco3)nc3ccccc23)C1 (stereo unspecified)	-19	1.0	5	2	1	9	-22	-13	-4	19
COc1ccc(NC(=O)CN(C)C(=O)/C=C/c2ccc(OCc3ccccc3)cc2)cc1	.	-1.7	8	31	-2	-23	15	-1	-1	.
COc1cc(N)c(Cl)cc1C(=O)OCC(=O)N1CCCC1	10	-4.4	-25	-2	-10	0	0	-12	-4	-10
COc1ccc(CNC(=O)CCC(=O)c2ccc(F)cc2)cc1OC	-13	1.0	-23	0	-3	-16	-2	-13	1	13
O=C(CO/N=C/c1ccc(OC(F)F)cc1)NC1CCCCC1	-13	-2.5	-25	-7	3	-5	-6	1	1	13
O=C(Cn1nc(-c2ccccc2)oc1=O)OCC(=O)c1ccccc1	-3	-1.2	-4	-3	-6	6	0	4	1	3
CN(C)C(CNC(=O)c1cnc(Cl)c(Cl)c1)c1ccccc1 (stereo unspecified)	-6	-1.1	13	0	6	-10	3	-5	-2	6
CCC(C)c1ccc(NC(=O)CN(C)CC(=O)Nc2cccc(OC)c2)cc1 (stereo unspecified)	-10	-0.5	-1	1	6	-3	-5	-3	.	10
CNC(=S)N1CCN(c2nc(-c3ccc(F)cc3)cs2)CC1	17	-0.6	-17	-1	-2	.	-7	6	-4	-17
CC(=O)N1CCN(C(=O)c2ccc(Cl)c(S(=O)(=O)N3CCCC3)c2)CC1	-16	-0.6	3	.	1	1	2	28	-2	16
O=c1c2ccccc2nc2n1C(CSc1ccc(F)cc1)CN2 (stereo unspecified)	-20	0.2	8	2	-5	12	-1	5	0	20
COc1cc(/C=N/NC(=O)Cn2cnc3ccccc3c2=O)ccc1O	.	-1.6	-13	-1	-4	-10	1	2	1	.
Cn1nc(CC(=O)Nc2ccc3c(c2)CCC3)c2ccccc2c1=O	22	-3.2	1	-2	18	.	1	10	-3	-22
O=C1/C(=C/c2ccccc2)SC(=S)N1N1C(=O)C2CC2C1=O (stereo unspecified)	-2	-2.7	9	0	16	0	0	11	-2	2
CN(c1ccccc1)S(=O)(=O)c1cccc(NC(=O)c2ccc(Cl)c([N+](=O)[O-])c2)c1	35	0.3	5	0	7	-25	-7	9	4	-35
Cc1ccnc(SCCn2c(N3CCOCC3)nc3c2c(=O)[nH]c(=O)n3C)n1	-32	.	14	-1	-11	-9	11	-10	1	32
CN(C(=O)c1cccc(Br)c1)C1CCS(=O)(=O)C1 (stereo unspecified)	-36	-3.0	.	0	-2	-1	5	-4	-4	36
CC1CCCCN1C(=O)COC(=O)CNC(=O)c1sc2ccccc2c1Cl (stereo unspecified)	17	-1.8	14	-1	0	-1	-13	-10	-4	-17
CCCN1CCC(=O)N([C@H](CSc2ccc(Br)cc2)c2ccccc2)CC1	-28	1.7	.	.	-2	89*	3	3	-1	28
Cc1cc(NC(=O)CCN2CCN(CCO)CC2)ccc1Br	-11	-0.6	33	-2	5	-11	-1	2	-1	11
COc1cc(-c2nnc(SCC(=O)N(Cc3ccccc3)C(C)(C)C)o2)cc(OC)c1OC	19	-2.7	4	-3	?	-2	-13	3	1	-19
O=C(O)Cc1sc(=O)[nH]c1O	-6	-0.3	.	-1	4	9	2	-9	.	6
Nc1nc2nccc(-c3ccco3)n2n1	0	0.2	11	-4	-30	-1	1	-9	1	0
N/C(=N\OC(=O)CC1CCCCC1)c1ccc([N+](=O)[O-])cc1	8	0.8	-8	1	-1	6	-10	-1	-2	-8
Cc1cn(C2OC(COC(=O)c3ccccc3)C(O)C2Cl)c(=O)[nH]c1=O (stereo unspecified)	-37	-2.0	-3	7	0	1	0	-17	0	37
CN(C)c1cccc(C(=O)N2CCCC(CCC(=O)NCc3ccccc3F)C2)c1 (stereo unspecified)	0	-0.7	-10	-4	9	5	-4	-1	-6	0
CSc1nnc(-c2cccn(Cc3cccc(Cl)c3)c2=O)o1	10	-0.1	-26	-2	-1	-9	-7	-18	4	-10
CC(=O)Nc1ccc(NC(=O)C2CCCN2C(=O)Nc2cccc(F)c2)cc1 (stereo unspecified)	3	0.2	17	-2	1	-8	-8	2	-1	-3

Arranged by SMILES length (falling): three of the compounds above.
SMILES	SR-BI HDL uptake	CAL PDZ FP-1	PfHsp90 yeast 2	NSD2 HMT inh	Rtt109 Vps75	MITF TRPM1 HTS	dFosB activator	PvdQ inh	CAL PDZ FP-2	SR-BI DiI-HDL act
CN(c1ccccc1)S(=O)(=O)c1cccc(NC(=O)c2ccc(Cl)c([N+](=O)[O-])c2)c1	35	0.3	5	0	7	-25	-7	9	4	-35
CN(C)C(CNC(=O)c1cnc(Cl)c(Cl)c1)c1ccccc1 (stereo unspecified)	-6	-1.1	13	0	6	-10	3	-5	-2	6
O=c1c2ccccc2nc2n1C(CSc1ccc(F)cc1)CN2 (stereo unspecified)	-20	0.2	8	2	-5	12	-1	5	0	20
